# LGR2 inh: Drosophila LGR2 receptor signaling inhibition; inhibition, % at 9.99 µM; actives 0.35% (n = 380,000); HEK293 LGR2, CRE-luciferase, bursicon-stimulated, 4 h; AID 720647;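 active = drop in luminescence signal, shown as inhibition above about 50% in the replicate tests, limit read from the data, passing the limit was not always enough; inconclusive = probably only some replicates passing the limit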;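 note: agonist challenge used bursicon conditioned medium at about half maximal strength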
# Cneo AK release: causes C. neoformans cell lysis. adenylate kinase release luminescence, 4 h; normalised: neutral wells 0, clomiphene wells 100. lysis activity, % at 15 µM. actives 0.2% (n = 360,000). AID 651654;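 active = mean lysis activity across replicates of at least 80%, whatever share of replicates individually reach that level; inactive = mean lysis activity below 80%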
#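 Schedule: static 4 h at 37 °C with compound, 1 h detection; system: C. neoformans cells; benchmarks: Clomiphene as positive control; buffer or medium: fresh YPD medium; measure: luminescence rise reflecting yeast cell lysis; measured by: luminescent adenylate kinase detection reagent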
# GSIS activator: GLuc luminescence reporter in INS-1E cells, primary screen for activators of glucose-dependent secretion of insulin | INS-1E GLuc reporter insulin secretion, 2-3 h | actives 0.61% (n = 370,000) | AID 743287 | activation, % at 16.6 µM;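 active = lowest replicate activation of at least 40%, so every replicate reaches that level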;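 note: 0% = median of neutral control wells and 100% = median of IBMX positive control wells; some compounds called inactive have numbers as strong as hits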
# PglD DTNB: inhibitors of Campylobacter jejuni PglD acetyltransferase. purified PglD enzyme, DTNB colorimetric CoA detection. inhibition, % at 12.5 µM. actives 0.098% (n = 360,000); in the data active = inhibition above about 16%, passing the limit was not always enough; inconclusive = no clear call, values can overlap the other calls; note: strong numbers were not always called active
# PGC1a acetyl inh: PGC1a acetylation modulation, inhibitor mode | AID 651687 | inhibition, % at 15.6 µM | U2OS PGC1a acetylation, AlphaScreen anti-acetyl-lysine; with virally co-expressed GCN5 acetyltransferase | actives 0.17% (n = 350,000);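 active = every replicate shows inhibition of at least 40%; inconclusive = mean inhibition at least 40% but some replicate below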;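 note: 0% = neutral control wells and 100% = positive control wells; some results beyond the cut were filed as inactive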
# Statin myotox sup: suppression of simvastatin myotoxicity. C2C12 myotubes + simvastatin, ATP luminescence, 48 h; scaled: DMSO 0, geranylgeraniol control 100. rescue of ATP level, % at 7.49 µM. actives 0.78% (n = 330,000). AID 602340;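 active = mean ATP rescue above about 67%, or every replicate alone reaching that limit, limit read from the data, passing the limit was not always enough; inconclusive = no clear call, values can overlap the other calls; inactive = mean under the limit and some replicate under it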;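 note: myotubes were challenged with 10 µM simvastatin during compound exposure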
# PAX8 inh HTS: PAX8 transcriptional activity inhibition. actives 1.2% (n = 360,000). AID 652154. RMG-I TPO-luciferase reporter, SteadyGlo, 24 h. inhibition, % at 12.6 µM;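 active = mean replicate inhibition at least 60% with every replicate also reaching 60%; inconclusive = only one of the two criteria is met; inactive = mean below 60% and not all replicates reaching 60%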;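 note: luciferase light reporting Pax8 driven TPO promoter activity; plate controls were median of neutral control wells for no effect and mitoxantrone controls for full effect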
# ARNT TACC3 PPI: disrupts binding between human ARNT and TACC3; Q9Y6A5; AlphaScreen His-ARNT PAS-B/GST-TACC3 binding, luminescence; TACC3 fragment carries E629A point mutation; inhibition, % at 9.99 µM; actives 0.66% (n = 390,000);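 active = mean inhibition of replicates at least 50% and at least half of replicates each reaching 50%; inconclusive = half or more replicates reach 50% but mean below 50%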;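 note: 0% = complete ARNT plus TACC3 wells and 100% = ARNT alone without TACC3; many hits fall short of the cut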
# * = called active by the depositor; u = inconclusive; x = no result given.
SMILES,LGR2 inh,Cneo AK release,GSIS activator,PglD DTNB,PGC1a acetyl inh,Statin myotox sup,PAX8 inh HTS,ARNT TACC3 PPI
CCN(C(=O)CSc1nc2ccccc2c(=O)n1-c1ccccc1F)C1CCS(=O)(=O)C1 (stereo unspecified),2,0,24,2,4,7,8,-2
Cc1sc2ncnc(Oc3ccc(-n4ccnc4)cc3)c2c1C,x,4,x,-2,0,x,6,-1
C=CCNC(=O)C(C#N)c1nc2ccccc2nc1N1CCN(Cc2ccccc2)CC1 (stereo unspecified),x,-3,x,8,x,3,x,-1
Cc1cc(C)c(O)c(NC(=S)NC(=O)Cc2ccccc2)c1,7,6,-9,-2,x,3,-36,3
COc1ccc(N/C(N)=N/c2nc(C)cc(C)n2)c(OC)c1,7,x,-4,x,-1,x,-1,2
O=C(Cc1ccccc1[N+](=O)[O-])NCc1ccc(Cl)cc1,x,-1,x,5,15,x,x,-4
Cc1ccc(NC(=S)NNC(=O)c2c(Cl)c(C)nn2C)cc1,-3,0,-47,6,x,-5,x,2
Cc1oc(-c2ccc(Cl)cc2)nc1CS(=O)CC(=O)NCc1ccc2c(c1)OCO2 (stereo unspecified),-27,-2,x,-1,12,3,20,-5
COC1CCN(Cc2c(C(=O)N3C[C@@H](C)O[C@@H](C)C3)nc3ccc(Cl)cn23)CC1,-6,-5,16,-2,x,0,8,4
O=C(NC(=S)Nc1cccc(O)c1)c1ccco1,18,1,-15,5,x,2,-108,-3
CC1CC(C)CN(C(=O)CSCC(=O)Nc2nc(-c3cccs3)cs2)C1 (stereo unspecified),25,-1,x,0,x,6,12,-2
CCOc1ccc(NC(=O)CN2CCN(c3ccc(F)cc3)CC2)cc1S(=O)(=O)N1CCCC1,-44,0,x,7,-8,-3,7,x
O=C(COc1ccc2c3c(c(=O)oc2c1)CCC3)NC(Cc1ccc(Cl)cc1)C(=O)O (stereo unspecified),-2,1,-7,-1,9,3,x,0
COc1ccc(CCNC(=O)c2cnn3cccnc23)cc1OC,-30,-2,10,-4,6,5,x,0
CCN(C(=O)COC(=O)CCOc1ccc(C(C)(C)C)cc1)c1c(N)n(Cc2ccccc2)c(=O)[nH]c1=O,5,1,-12,0,x,-7,1,0
Nc1nc(-c2cccnc2)nn1C(=O)CCc1ccccc1,x,-4,x,x,6,-8,1,0
Cc1c(Cl)cccc1NC(=O)CS(=O)(=O)c1ccccc1,0,0,15,-8,12,35,-28,-7
Cc1nc(SCC(=O)N2CCN(c3ccccn3)CC2)c(C#N)c(C)c1C,x,-3,x,3,-12,-9,8,-8
COc1ccc(CC(=O)NCc2nn(-c3ccccc3)nc2C)cc1OC,4,x,-5,x,3,16,6,-4
Cc1ccc(-c2noc(CCC(=O)NCc3ccccc3CN3CCOCC3)n2)cc1,29,-1,2,8,4,2,17,-9
Nc1nc(SCC(=O)N2CCCCCC2)[nH]c(=O)c1NC(=O)c1ccco1,8,1,-12,6,-12,3,7,-11
Cc1ccc(C(=O)Nc2ccc(SC(F)F)cc2)s1,-46,-5,-6,3,x,x,-144,-4
O=C(C[C@H]1C[C@H]2c3cc(NC(=O)NC4CCCC4)ccc3O[C@H]2[C@@H](CO)O1)NCC(F)(F)F,-14,-15,19,0,-1,-7,-1,0
CC(NC(=O)CN(Cc1ccccc1)S(=O)(=O)c1ccccc1)c1cccnc1 (stereo unspecified),0,-1,21,-6,3,-4,11,28
CCN(C(=O)COC(=O)CNC(=O)c1sc2ccccc2c1Cl)C1CCCCC1,-4,x,-10,x,x,-6,-2,2
CO[C@H]1CN(C)C(=O)c2cc(NC(=O)c3ccccc3)ccc2OC[C@H](C)N(C(=O)C2CC2)C[C@@H]1C,-4,48,3,-5,5,-4,x,8
Cn1c(=O)c2c(nc(N3CCCC3)n2C)n(C)c1=O,3,-1,17,2,x,4,3,-4
CCOC(=O)C1=C(C)C/C(=N\NC(=O)c2ccccc2O)CC1,-9,x,-13,x,x,x,1,33
COc1ccc(C2CC(c3cccs3)=NN2C(=O)CSC2=NCCS2)cc1 (stereo unspecified),14,-7,5,-6,-1,x,12,-3
Cc1ccc(S(=O)(=O)N2CCOCC2)cc1NC(=O)CSc1nnnn1C,-16,-3,x,7,7,-2,10,0
O=C(NCCCN1CCN(c2ccc(F)cc2)CC1)NC12CC3CC(CC(C3)C1)C2,-10,0,-14,10,-11,14,5,1
COc1ccc(NC(=O)CSc2nc3ccccc3nc2N2CCOCC2)cc1,-2,-4,x,-4,6,15,6,-3
C[C@H]1CCCCO[C@@H](CN(C)S(=O)(=O)c2ccccc2)[C@@H](C)CN([C@@H](C)CO)C(=O)c2cc(NC(=O)Cc3ccccc3)ccc2O1,6,-3,-19,-4,-19,x,49,0
Nc1ccc(CC(N)c2csc(Nc3nncc4ccccc34)n2)cc1 (stereo unspecified),1,1,x,-6,x,-8,10,x
CCNC(=S)Nc1cc(C(=O)N2CCCC2)ccc1N1CCCC1,-38,2,-21,0,x,-2,8,9
CC(C)(C)[S@](=O)N1Cc2cc(C(=O)N3CCCCC3)nc(-c3cccc(-c4ccc(C#N)cc4)c3)c2[C@@H]1CCO,4,76,-16,-1,19,-6,-10,19
COCCN1CCN(C(=O)C2CCC(=O)N(Cc3ccccc3F)C2)CC1 (stereo unspecified),-7,2,1,1,x,1,-2,-2
CN(CCc1ccccc1)C(=O)c1cccc(NC(=O)Cc2cccc([N+](=O)[O-])c2)c1,-3,-1,-31,0,-4,12,-8,2
O=C(CN(c1cccc(C(F)(F)F)c1)S(=O)(=O)c1ccc(Cl)c([N+](=O)[O-])c1)NCc1ccccc1,8,2,-30,3,0,x,27,-5
COc1ccc(CN(C)C[C@H]2OCCCC[C@@H](C)Oc3ccc(NS(=O)(=O)c4cn(C)cn4)cc3C(=O)N([C@H](C)CO)C[C@@H]2C)cc1,20,-7,10,3,-9,x,-25,-10
COC(=O)CNc1c(-c2ccccn2)nc2ccc(Br)cn12,x,-13,x,-4,-2,-2,-139,62*
C[C@@H]1CN([C@@H](C)CO)C(=O)c2cc(NC(=O)Cc3ccccc3)ccc2O[C@H]1CN(C)Cc1ccc(C(=O)O)cc1,-12,-3,5,2,-1,-26,-23,-18
COc1ccccc1NC(=O)N1CCCC1C(=O)NCc1ccccc1 (stereo unspecified),x,-4,x,-1,-4,2,-2,-2
c1nc(SSc2ncnc3nc[nH]c23)c2[nH]cnc2n1,21,x,-3,x,16,x,19,22
COc1ccc(C(=O)NC(C)c2cnn(-c3ccccn3)c2C)o1 (stereo unspecified),8,-1,18,-2,x,6,-18,5
O=C(Nc1nnc([C@@H]2C[C@H](O)[C@@H](CO)O2)s1)Nc1ccc(F)cc1F,1,1,x,2,-7,4,-81,x
Cc1ccc(C)c(NC(=O)CN(C)C(=O)c2cccc(Oc3ccccc3)c2)c1,-6,-1,-22,0,-16,5,14,0
COc1ccc(OC)c2sc(NC(=O)C3COc4ccccc4O3)nc12 (stereo unspecified),-13,2,x,2,x,19,-8,2
CCOc1cc(N2CCOCC2)c(OCC)cc1NC(=O)c1cc(C)cc(C)c1,1,-5,-12,4,-9,-16,-8,-2
CNC(=O)C[C@H]1CC[C@@H]2[C@H](COc3ccc(NC(=O)C(C)C)cc3C(=O)N2C)O1,19,-1,5,-1,7,6,-17,-12

# Looked up above.
# For Cneo AK release, `C[C@@H]1CN([C@@H](C)CO)C(=O)c2cc(NC(=O)Cc3ccccc3)ccc2O[C@H]1CN(C)Cc1ccc(C(=O)O)cc1` reads -3
# For PGC1a acetyl inh, `c1nc(SSc2ncnc3nc[nH]c23)c2[nH]cnc2n1` reads 16
# For Statin myotox sup, `COc1ccc(OC)c2sc(NC(=O)C3COc4ccccc4O3)nc12` (stereo unspecified) reads 19

# Next structures:
SMILES,LGR2 inh,Cneo AK release,GSIS activator,PglD DTNB,PGC1a acetyl inh,Statin myotox sup,PAX8 inh HTS,ARNT TACC3 PPI
COc1ccc(N(C(C)=O)C2C=CS(=O)(=O)C2)c(OC)c1 (stereo unspecified),7,0,-1,2,5,18,x,-9
O=S(=O)(Cc1ccccc1)NCC[C@@H]1CC[C@H](NS(=O)(=O)c2ccc(F)cc2)[C@H](CO)O1,10,x,0,3,-3,1,x,x
Cc1cc(NS(=O)(=O)c2ccc(NC(=O)c3ccc([N+](=O)[O-])s3)cc2)nc(C)n1,16,0,-5,3,x,12,45,x
COc1ccc(-c2nc(CN3CCCCC3CCc3ccccn3)c(C)o2)cc1 (stereo unspecified),26,1,0,7,x,3,9,9
CCN(CC)S(=O)(=O)c1cc(C(=O)NC2CCCCC2)ccc1C,x,0,x,-10,-5,x,x,2
Clc1ccc(-n2ncc3c(NCc4cccnc4)ncnc32)cc1Cl,-67,-1,-12,5,2,-11,-226,-7
C[C@@H]1CCCCO[C@@H](CN(C)C(=O)CCCN(C)C)[C@@H](C)CN([C@@H](C)CO)C(=O)c2cc(N(C)C)ccc2O1,-6,4,40,-2,12,-73,-30,-10
O=C1CC(C(=O)O)C(c2ccccc2)c2ccccc21 (stereo unspecified),-12,-16,4,-1,-4,-2,5,-17
Cc1ccc(NS(=O)(=O)c2cc(C(=O)N3CCc4ccccc4C3)ccc2Cl)cc1,2,-1,-36,x,-24,u,x,1
CC1(C)CC(=O)C=C(c2ccc(-c3cccc(C(N)=O)c3)cc2)C1=O,-30,-2,13,-2,-5,11,-123,x
Cc1ccc(Nc2nc(-c3ccccc3)c(CC(=O)O)s2)cc1,-49,x,5,x,13,x,-98,-6
O=C(CCCN1C(=O)c2ccccc2C1=O)NCC1CCCO1 (stereo unspecified),x,-1,x,-5,x,8,-5,6
CCOC(=O)N1CCN(C(=O)CSCC(=O)N=c2sc3ccccc3n2C)CC1,x,-3,x,-1,-5,19,x,-2
Cc1ccc2c(C)c(C(=O)Nc3nnc(C)s3)oc2c1,x,-3,x,1,x,10,x,6
CNC(=O)Cn1c(C)cc(=O)c2cccc(OC)c21,-5,2,x,6,-1,x,6,x
Cc1cc(NC(=O)CCC(=O)N(CC(=O)NCC2CCCO2)c2ccc3c(c2)OCCO3)no1 (stereo unspecified),x,-1,-2,-1,x,x,x,2
O=[N+]([O-])c1ccccc1OCCOc1ccccc1[N+](=O)[O-],-15,x,5,x,x,x,-82,-7
C[C@@H]1CN([C@@H](C)CO)C(=O)c2cc(NS(=O)(=O)c3ccc(Cl)cc3)ccc2O[C@H]1CN(C)Cc1ccc(Oc2ccccc2)cc1,-3,11,-1,1,7,18,x,-1
CCCc1cn(CC[C@@H]2CC[C@H](NC(=O)Nc3ccccc3F)[C@@H](CO)O2)nn1,-6,0,-1,4,2,1,6,-5
C[C@]12CC[C@H](O)CC1=CCC1C2CC[C@@]2(C)C1CC[C@@H]2NC(=O)[C@@H](N)CO (stereo partly specified),14,x,19,x,x,x,-8,3
CCNC(=S)N/N=C/c1cccc(OCc2c(F)cccc2Cl)c1,10,38,9,-4,x,x,3,-5
Cc1ccc(OCC(=O)Nc2nc(C)c(Cl)cc2Cl)c([N+](=O)[O-])n1,-1,3,-5,-9,x,0,-9,-4
N#C[C@H]1[C@H](c2ccc(-c3ccccc3)cc2)[C@@H](CO)N1C(=O)Cc1ccccc1,-20,1,-7,3,7,10,32,11

# Bioassay records from PubChem BioAssay.

# The order is random; about 2.9% have a hit in one of these screens.
